Assay outcomes (PubChem BioAssay)
MKP-3 inhibition = inhibition of rat DUSP6 enzyme activity – biochemical, in vitro, primary screen (AID 425) | recombinant MKP-3 phosphatase activity, fluorescence; higher % means a stronger effect | inhibition, % at 20 µM, or IC50 in µM where a hit was titrated | actives 0.17% (n = 110,000); in the data active = inhibition above about 50%;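 also: plate controls were vehicle for no effect and reference inhibitor for full effect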
Hsp70 inhibitors = small molecules displacing fluorescent ligand from Hsp70 – biochemical, fluorescence polarization, primary screen (AID 583). one-dose displacement, % at 20 µM; IC50 in µM for titrated hits. Hsp70 fluorescence polarization probe displacement, mP; higher % means a stronger effect. actives 0.06% (n = 140,000); in the data active = displacement above about 50%;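 also: plate controls were vehicle for no effect and reference ligand for full effect; a part of the inactive calls stands beside numbers as strong as those of hits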
Numbers without * were called inactive; / = not tested or not shown; & = joins results of further samples. Some of the compounds tested; the hit share may differ from the screen's.

CC(C)c1c(O)nc(SCCC(=O)O)[nH]c1=O
  MKP-3 inhibition: -2.4%&0.1% | Hsp70 inhibitors: 0.2%&-0.7%

COc1cc(CN(C(=O)c2ccco2)c2ccc(C)cc2)ccc1O
  MKP-3 inhibition: -10.4% | Hsp70 inhibitors: 4.2%

CC(C)C(NC(=O)OC(C)(C)C)C(=O)O (stereo not given)
  MKP-3 inhibition: 0.1% | Hsp70 inhibitors: -4.1%

COc1ccc(C(=O)O/N=C(\N)c2ccccc2)c(OC)c1
  MKP-3 inhibition: -1.3% | Hsp70 inhibitors: -1.1%

O=c1oc2c(CN3CCOCC3)c(O)ccc2c2c1CCCC2
  MKP-3 inhibition: -3.7% | Hsp70 inhibitors: -2.0%

Cc1ccccc1NC1=NS(=O)(=O)c2ccccc21
  MKP-3 inhibition: / | Hsp70 inhibitors: 0.9%

COc1ccc(C2/C(=C(/O)c3ccc(C)cc3)C(=O)C(=O)N2CCCn2ccnc2)c(OC)c1 (stereo not given)
  MKP-3 inhibition: -1.7% | Hsp70 inhibitors: 5.1%

O=C(Nc1ccccc1)Nc1nnc(SCc2ccccc2F)s1
  MKP-3 inhibition: -3.4% | Hsp70 inhibitors: 5.0%

CCOC(=O)c1ccc(NC2=CC(=O)CC(c3ccco3)C2)cc1 (stereo not given)
  MKP-3 inhibition: 1.7% | Hsp70 inhibitors: -0.7%

O=C(O)C1C2CCC(C2)C1C(=O)Nc1nc2ccccc2s1 (stereo not given)
  MKP-3 inhibition: -9.8%&-3.6% | Hsp70 inhibitors: -4.3%&-0.8%

O=C(/C=C/c1ccc(/C=C/C(=O)c2cccc(N3C(=O)CCC3=O)c2)cc1)c1cccc(N2C(=O)CCC2=O)c1
  MKP-3 inhibition: -3.2% | Hsp70 inhibitors: -6.4%

COc1ccc(N(CC(=O)Nc2ccc(C)cc2C)S(=O)(=O)c2ccc(C)cc2)cc1
  MKP-3 inhibition: -2.6% | Hsp70 inhibitors: 0.8%

CSc1ccc(/C=C2/SC(=O)N(CN3CCCCC3)C2=O)cc1
  MKP-3 inhibition: 0.6% | Hsp70 inhibitors: 12.1%

O=C(NC1CC1)c1cc2c(s1)-c1ccccc1OC2
  MKP-3 inhibition: -8.1% | Hsp70 inhibitors: 2.2%

Cc1c(NC(=O)Cn2nc(C(F)(F)F)c3c2CCCC3)c(=O)n(-c2ccccc2)n1C
  MKP-3 inhibition: -1.1% | Hsp70 inhibitors: 5.9%

O=C(Nc1nccs1)C1C2CC3OC(=O)C1C3C2 (stereo not given)
  MKP-3 inhibition: -1.6% | Hsp70 inhibitors: -2.1%

CC(C)(C)Nc1nc(NCc2cccnc2)nc(N2CCOCC2)n1
  MKP-3 inhibition: / | Hsp70 inhibitors: 5.2%

O=C(OCC(=O)c1ccco1)c1ccc2ncsc2c1
  MKP-3 inhibition: -0.5% | Hsp70 inhibitors: 2.8%

Cc1cccc(-c2nnc(NC(=O)c3ccc(Cl)cc3)o2)c1
  MKP-3 inhibition: 1.3% | Hsp70 inhibitors: -1.1%

CC(C(=O)O)n1nc2ccccc2n1 (stereo not given)
  MKP-3 inhibition: -0.1% | Hsp70 inhibitors: 6.0%

CN1CCN(C(=O)c2cc3sccc3n2CC(=O)c2ccccc2)CC1
  MKP-3 inhibition: -5.8% | Hsp70 inhibitors: -0.8%

CN(C(=O)C1CCN(S(=O)(=O)c2cccs2)CC1)C1CCCCC1
  MKP-3 inhibition: 8.7% | Hsp70 inhibitors: 5.9%

COc1ccc(C(=O)Nc2ccc(Br)cc2F)c(OC)c1
  MKP-3 inhibition: 0.4% | Hsp70 inhibitors: 2.1%

Fc1ccc(C(c2nnnn2Cc2cccs2)N2CCN(C3CCCC3)CC2)cc1 (stereo not given)
  MKP-3 inhibition: -8.7% | Hsp70 inhibitors: 1.4%

CCOc1cc(C(=O)Nc2ccc(F)cc2)cc(OCC)c1OCC
  MKP-3 inhibition: -2.0% | Hsp70 inhibitors: 2.9%

Cc1cc(C(=O)N2CCN(C(c3ccccc3)c3ccccc3)CC2)no1
  MKP-3 inhibition: -1.6% | Hsp70 inhibitors: -4.8%

CC1CC(Nc2ccccc2)c2ccccc2N1C(=O)c1ccc(Cl)c(Cl)c1 (stereo not given)
  MKP-3 inhibition: -1.0% | Hsp70 inhibitors: -0.4%

C(=N\N1CCN(Cc2cccc3ccccc23)CC1)/c1ccco1
  MKP-3 inhibition: / | Hsp70 inhibitors: 3.7%

COc1ccccc1CNC(=O)C1CCN(S(=O)(=O)N2CC(C)CC(C)C2)CC1 (stereo not given)
  MKP-3 inhibition: 9.4% | Hsp70 inhibitors: /

COc1cc(CN2CCC(C(=O)NC3CCCC3)CC2)ccc1O
  MKP-3 inhibition: -7.8% | Hsp70 inhibitors: 0.4%

COc1ccc(CCNC(=O)c2cc(-c3ccccc3O)n[nH]2)cc1OC
  MKP-3 inhibition: 2.1% | Hsp70 inhibitors: 7.8%

O=C(O)c1cccc(S(=O)(=O)N2CCCCCC2)c1
  MKP-3 inhibition: -0.5% | Hsp70 inhibitors: 0.4%

Cc1nn(C(=O)c2nn(C)cc2[N+](=O)[O-])c(C)c1Br
  MKP-3 inhibition: -1.8% | Hsp70 inhibitors: -2.3%

CC(C)(C)c1ccc(NC(=O)COc2ccc(-n3ccnc3)cc2)cc1
  MKP-3 inhibition: / | Hsp70 inhibitors: -9.0%

O=C(Nc1ccc(OC(F)F)cc1)Nc1cccc(C(F)(F)F)c1
  MKP-3 inhibition: / | Hsp70 inhibitors: -0.9%

CCOc1ccc(NC(=O)CSc2nnc(C(C)C)n2CC)cc1
  MKP-3 inhibition: / | Hsp70 inhibitors: -0.2%

OC1CNCc2cc3c(cc21)OCCO3 (stereo not given)
  MKP-3 inhibition: -4.4% | Hsp70 inhibitors: 1.1%

CCN(CC)CCCNS(=O)(=O)c1ccc(Cl)cc1
  MKP-3 inhibition: 1.5% | Hsp70 inhibitors: -0.3%

COC(=O)c1cc(=O)n2c(-c3ccccc3)csc2n1
  MKP-3 inhibition: -10.7% | Hsp70 inhibitors: -2.5%

CCc1nnc(NC(=O)CSc2nc3ccccc3[nH]2)s1
  MKP-3 inhibition: 4.1% | Hsp70 inhibitors: 0.0%

CN(C)c1ccc(-c2noc(C3CCN(S(=O)(=O)c4ccc(C(=O)O)cc4)CC3)n2)cc1
  MKP-3 inhibition: -16.5% | Hsp70 inhibitors: 11.3%

Cc1ccc(NC(=O)CCC(=O)n2nc(C)cc2C)c(C)c1
  MKP-3 inhibition: -3.9% | Hsp70 inhibitors: 5.3%

O=C(NC1CCS(=O)(=O)C1)Oc1ccccc1 (stereo not given)
  MKP-3 inhibition: / | Hsp70 inhibitors: 1.9%

COC(=O)c1ccc2c(c1)S(=O)(=O)NC(=NCCCN1CCOCC1)S2
  MKP-3 inhibition: -0.3% | Hsp70 inhibitors: 5.6%

N#CC1=C(N)N(c2ccccc2)C2=C(C(=O)CCC2)C1c1cccs1 (stereo not given)
  MKP-3 inhibition: 3.9% | Hsp70 inhibitors: -8.5%

COc1ccc(/C=c2\oc3cccc4c(OC)ccc(c2=O)c34)cc1OC
  MKP-3 inhibition: -1.6% | Hsp70 inhibitors: -77.6%

CC(C)Cc1cc(C(=O)Nc2ccc3c(c2)OCO3)no1
  MKP-3 inhibition: -6.3% | Hsp70 inhibitors: 0.1%

O=C(COc1ccc2c(c1)oc(=O)c1ccccc12)c1ccccc1
  MKP-3 inhibition: 3.1% | Hsp70 inhibitors: 0.3%

CC1(C)CC(NC(=S)Nc2ccccc2)CC(C)(C)N1
  MKP-3 inhibition: -2.0% | Hsp70 inhibitors: 1.3%

COc1cccc(C(=O)/C=C/c2ccccc2Cl)c1
  MKP-3 inhibition: 8.8% | Hsp70 inhibitors: -1.2%

CC1(CCc2ccc(O)cc2)NC(=O)NC1=O (stereo not given)
  MKP-3 inhibition: / | Hsp70 inhibitors: -0.8%

COc1cc(-c2ccc(NC(=O)CN3CCCCC3)c(OC)c2)ccc1NC(=O)CN1CCCCC1
  MKP-3 inhibition: -11.4% | Hsp70 inhibitors: /

Cc1ccc(N(CC(=O)Nc2ccccc2Br)S(C)(=O)=O)cc1Cl
  MKP-3 inhibition: -0.2% | Hsp70 inhibitors: 2.6%

COc1cc(/C=C2/C(=O)N(c3ccc(Cl)c(Cl)c3)N=C2C)ccc1OC(C)=O
  MKP-3 inhibition: 10.3% | Hsp70 inhibitors: 9.9%

O=C(CCN1C(=O)C2C3C=CC(C3)C2C1=O)Nc1ccccc1F (stereo not given)
  MKP-3 inhibition: -2.1% | Hsp70 inhibitors: -3.6%

CN(C)/C=C1\N=C(c2cccc(F)c2)OC1=O
  MKP-3 inhibition: -3.1% | Hsp70 inhibitors: 0.2%

COc1ccccc1C1NC(=O)CS1 (stereo not given)
  MKP-3 inhibition: -377.3%&-3.1% | Hsp70 inhibitors: -0.7%&-1.8%

CC(=O)Nc1ccccc1NC(=O)c1ccc(Cl)cc1
  MKP-3 inhibition: -0.3% | Hsp70 inhibitors: 0.3%

O=C1c2ccc(Oc3ccc4c(c3)C(=O)N(c3ccc(S)cc3)C4=O)cc2C(=O)N1c1ccc(S)cc1
  MKP-3 inhibition: 29.1% | Hsp70 inhibitors: 1.1%

COc1ccc(N2CC(C(=O)N/N=C/c3ccc([N+](=O)[O-])cc3)CC2=O)cc1 (stereo not given)
  MKP-3 inhibition: 2.6% | Hsp70 inhibitors: 5.4%

COCc1nnc(N)s1
  MKP-3 inhibition: -7.0% | Hsp70 inhibitors: -4.7%

COc1ccc(NC(=O)c2cccc(Cl)c2)cc1
  MKP-3 inhibition: -4.2% | Hsp70 inhibitors: 3.2%

COc1ccc(C=NC2=NN(c3ccccc3)CC2)cc1
  MKP-3 inhibition: -1.9% | Hsp70 inhibitors: 5.0%

O=C(Nc1ccc(Cl)c(C(F)(F)F)c1)c1ccco1
  MKP-3 inhibition: -0.8%&0.0% | Hsp70 inhibitors: -7.6%&4.8%

O=C(NCCc1nc2ccccc2[nH]1)c1ccco1
  MKP-3 inhibition: -0.6% | Hsp70 inhibitors: -0.1%

CCC(=O)NCC(c1cccs1)N1CCOCC1 (stereo not given)
  MKP-3 inhibition: -17.4% | Hsp70 inhibitors: 8.5%

CN1C(=O)NC(=O)/C(=C/c2ccc(-c3ccc([N+](=O)[O-])cc3Cl)o2)C1=O
  MKP-3 inhibition: 12.0% | Hsp70 inhibitors: 1.9%

O=C(CC12CC3CC(CC(C3)C1)C2)NC1CCCCC1
  MKP-3 inhibition: -2.1% | Hsp70 inhibitors: 4.0%

O=C(Cn1nnc(-c2ccccc2-n2cnnn2)n1)N1CCCCC1
  MKP-3 inhibition: -1.6% | Hsp70 inhibitors: -1.2%

CCc1c(C#N)c(N)nc(SCC(=O)c2cc3ccccc3oc2=O)c1C#N
  MKP-3 inhibition: 0.5% | Hsp70 inhibitors: 0.3%

Gathered by group, the compounds so far containing a halogen.
O=C(Nc1ccccc1)Nc1nnc(SCc2ccccc2F)s1
  MKP-3 inhibition: -3.4% | Hsp70 inhibitors: 5.0%

Cc1c(NC(=O)Cn2nc(C(F)(F)F)c3c2CCCC3)c(=O)n(-c2ccccc2)n1C
  MKP-3 inhibition: -1.1% | Hsp70 inhibitors: 5.9%

Cc1cccc(-c2nnc(NC(=O)c3ccc(Cl)cc3)o2)c1
  MKP-3 inhibition: 1.3% | Hsp70 inhibitors: -1.1%

COc1ccc(C(=O)Nc2ccc(Br)cc2F)c(OC)c1
  MKP-3 inhibition: 0.4% | Hsp70 inhibitors: 2.1%

Fc1ccc(C(c2nnnn2Cc2cccs2)N2CCN(C3CCCC3)CC2)cc1 (stereo not given)
  MKP-3 inhibition: -8.7% | Hsp70 inhibitors: 1.4%

CCOc1cc(C(=O)Nc2ccc(F)cc2)cc(OCC)c1OCC
  MKP-3 inhibition: -2.0% | Hsp70 inhibitors: 2.9%

CC1CC(Nc2ccccc2)c2ccccc2N1C(=O)c1ccc(Cl)c(Cl)c1 (stereo not given)
  MKP-3 inhibition: -1.0% | Hsp70 inhibitors: -0.4%

Cc1nn(C(=O)c2nn(C)cc2[N+](=O)[O-])c(C)c1Br
  MKP-3 inhibition: -1.8% | Hsp70 inhibitors: -2.3%

O=C(Nc1ccc(OC(F)F)cc1)Nc1cccc(C(F)(F)F)c1
  MKP-3 inhibition: / | Hsp70 inhibitors: -0.9%

CCN(CC)CCCNS(=O)(=O)c1ccc(Cl)cc1
  MKP-3 inhibition: 1.5% | Hsp70 inhibitors: -0.3%

COc1cccc(C(=O)/C=C/c2ccccc2Cl)c1
  MKP-3 inhibition: 8.8% | Hsp70 inhibitors: -1.2%

Cc1ccc(N(CC(=O)Nc2ccccc2Br)S(C)(=O)=O)cc1Cl
  MKP-3 inhibition: -0.2% | Hsp70 inhibitors: 2.6%

COc1cc(/C=C2/C(=O)N(c3ccc(Cl)c(Cl)c3)N=C2C)ccc1OC(C)=O
  MKP-3 inhibition: 10.3% | Hsp70 inhibitors: 9.9%

O=C(CCN1C(=O)C2C3C=CC(C3)C2C1=O)Nc1ccccc1F (stereo not given)
  MKP-3 inhibition: -2.1% | Hsp70 inhibitors: -3.6%

CN(C)/C=C1\N=C(c2cccc(F)c2)OC1=O
  MKP-3 inhibition: -3.1% | Hsp70 inhibitors: 0.2%

CC(=O)Nc1ccccc1NC(=O)c1ccc(Cl)cc1
  MKP-3 inhibition: -0.3% | Hsp70 inhibitors: 0.3%

COc1ccc(NC(=O)c2cccc(Cl)c2)cc1
  MKP-3 inhibition: -4.2% | Hsp70 inhibitors: 3.2%

O=C(Nc1ccc(Cl)c(C(F)(F)F)c1)c1ccco1
  MKP-3 inhibition: -0.8%&0.0% | Hsp70 inhibitors: -7.6%&4.8%

CN1C(=O)NC(=O)/C(=C/c2ccc(-c3ccc([N+](=O)[O-])cc3Cl)o2)C1=O
  MKP-3 inhibition: 12.0% | Hsp70 inhibitors: 1.9%

As a working copy, some entries already given:
CC1(CCc2ccc(O)cc2)NC(=O)NC1=O (stereo not given)
  MKP-3 inhibition: / | Hsp70 inhibitors: -0.8%

COc1cc(-c2ccc(NC(=O)CN3CCCCC3)c(OC)c2)ccc1NC(=O)CN1CCCCC1
  MKP-3 inhibition: -11.4% | Hsp70 inhibitors: /
